Screening data as filed in PubChem.
PAX8 reporter – inhibitors of PAX8 transcriptional activity in RMG-I cells | RMG-I TPO-luciferase reporter, SteadyGlo, 24 h | inhibition, % at 12.6 µM | 360,000 tested, 1.2% active;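 active = mean replicate inhibition at least 60% with every replicate also reaching 60%; inconclusive = only one of the two criteria is met; inactive = mean below 60% and not all replicates reaching 60%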;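 also: luciferase light reporting Pax8 driven TPO promoter activity; plate controls were median of neutral control wells for no effect and mitoxantrone controls for full effect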
C2C12 statin – protects C2C12 myotubes from simvastatin toxicity. ATP luminescence, 48 h; scaled: DMSO 0, geranylgeraniol control 100. rescue of ATP level, % at 7.49 µM. 330,000 tested, 0.78% active;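 active = mean ATP rescue above about 67%, or every replicate alone reaching that limit, limit read from the data, passing the limit was not always enough; inconclusive = no clear call, values can overlap the other calls; inactive = mean under the limit and some replicate under it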;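 also: myotubes were challenged with 10 µM simvastatin during compound exposure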
Cneo AK release – causes C. neoformans cell lysis | adenylate kinase release luminescence, 4 h; normalised: neutral wells 0, clomiphene wells 100 | 360,000 tested, 0.2% active | lysis activity, % at 15 µM | AID 651654;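 active = mean lysis activity across replicates of at least 80%, whatever share of replicates individually reach that level; inactive = mean lysis activity below 80%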
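Signal: Adenylate kinase release luminescence | Assay system: Log-phase Cryptococcus neoformans yeast cells | Input: Cells at 5 × 10^6 per mL | Buffer or medium: Fresh YPD growth medium | Compound: Single dose | Schedule: Static 4 h at 37 °C with compound, 1 h detection | Controls: Clomiphene | Read-out: Luminescence rise reflecting yeast cell lysis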
INS-1E GSIS act – GLuc luminescence reporter in INS-1E cells, primary screen for activators of glucose-dependent secretion of insulin | 370,000 tested, 0.61% active | INS-1E GLuc reporter insulin secretion, 2-3 h | activation, % at 16.6 µM;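 active = lowest replicate activation of at least 40%, so every replicate reaches that level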;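 also: 0% = median of neutral control wells and 100% = median of IBMX positive control wells; some compounds called inactive have numbers as strong as hits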
ARNT TACC3 PPI – disruptors of human ARNT/TACC3 interaction. Q9Y6A5. AlphaScreen His-ARNT PAS-B/GST-TACC3 binding, luminescence; TACC3 fragment carries E629A point mutation. 390,000 tested, 0.66% active. inhibition, % at 9.99 µM. AID 623870;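 active = mean inhibition of replicates at least 50% and at least half of replicates each reaching 50%; inconclusive = half or more replicates reach 50% but mean below 50%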;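 also: 0% = complete ARNT plus TACC3 wells and 100% = ARNT alone without TACC3; many hits fall short of the cut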
PGC1a acetyl inh – modulators of PGC1a acetylation; U2OS PGC1a acetylation, AlphaScreen anti-acetyl-lysine; with virally co-expressed GCN5 acetyltransferase; inhibition, % at 15.6 µM; 350,000 tested, 0.17% active;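 active = every replicate shows inhibition of at least 40%; inconclusive = mean inhibition at least 40% but some replicate below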;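 also: 0% = neutral control wells and 100% = positive control wells; some results beyond the cut were filed as inactive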
LGR2 inh – blocks bursicon-induced cAMP signaling via Drosophila LGR2; HEK293 LGR2, CRE-luciferase, bursicon-stimulated, 4 h; inhibition, % at 9.99 µM; 380,000 tested, 0.35% active;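 active = drop in luminescence signal, shown as inhibition above about 50% in the replicate tests, limit read from the data, passing the limit was not always enough; inconclusive = probably only some replicates passing the limit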;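 also: agonist challenge used bursicon conditioned medium at about half maximal strength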
PglD DTNB – inhibitors of Campylobacter jejuni PglD acetyltransferase; 360,000 tested, 0.098% active; purified PglD enzyme, DTNB colorimetric CoA detection; inhibition, % at 12.5 µM; in the data active = inhibition above about 16%, passing the limit was not always enough; inconclusive = no clear call, values can overlap the other calls; also: strong numbers were not always called active
* marks the source's active call; other numbers are inactive results; u = inconclusive; x = no result given.

SMILES	PAX8 reporter	C2C12 statin	Cneo AK release	INS-1E GSIS act	ARNT TACC3 PPI	PGC1a acetyl inh	LGR2 inh	PglD DTNB
C[C@H](CO)N1C[C@H](C)[C@@H](CN(C)C(=O)Nc2ccc(F)cc2)Oc2ccc(NS(=O)(=O)c3ccccc3)cc2CC1=O	5	-6	61	-3	-21	-2	11	9
CN1CCN(C(=O)C2CCCN(S(=O)(=O)c3ccc(Cl)cc3)C2)CC1 (stereo not drawn)	0	-2	2	-4	x	-6	4	3
CCOC(=O)C1CCN(c2nc3ccccc3nc2C(C#N)C(=O)OCCOC)CC1 (stereo not drawn)	x	8	1	-15	-4	-3	-10	-1
C/C=C/c1ccc([C@H]2[C@@H](CO)N(CC3CC3)[C@H]2CNS(C)(=O)=O)cc1	-10	-23	1	-6	-8	-3	-7	5
O=C(C1CCCCC1)N1CC(=O)N2[C@@H](CO)[C@H](c3ccc(Br)cc3)[C@@H]2C1	-16	x	x	3	x	10	-1	x
O=C1C=C(O)CC(c2cccs2)C1 (stereo not drawn)	x	1	2	9	x	3	20	x
CCN(CC)CCn1c2c(c(SCC(=O)NCc3ccccc3)nc1=O)CCCC2	4	2	-5	2	1	x	6	2
CC1(C(=O)Nc2cccc3cccnc23)CCN1Cc1ccc(-c2ccccc2)o1 (stereo not drawn)	x	-8	0	-19	x	-2	3	-3
COc1ccc(NC(=O)CN(C)C(=O)c2cc(-c3cccs3)nn2-c2ccccc2)cc1	11	x	x	-17	-12	-4	-1	x
CCOC(=O)CNC(=O)c1c(C)nn(-c2ccccc2)c1Cl	-24	x	0	x	-6	x	x	0
COc1ccc(C(=O)c2ccc([N+](=O)[O-])cc2Cl)cc1	-22	x	x	-4	19	4	-9	x
CC1(C)Cc2cccc(OCC(N)=O)c2O1	x	113*	2	10	-8	3	1	2
CCOC(=O)C1=C(C)NC(=O)NC1c1ccc(-c2ccc(Cl)cc2)o1 (stereo not drawn)	11	x	x	-21	-5	x	15	x
CCCCOC1(c2ccccc2)OC(=O)c2ccccc21 (stereo not drawn)	x	12	-1	-9	-11	6	x	2
CC1CCc2c(sc3nc(CN4CCOCC4)nc(NS(=O)(=O)c4cccc([N+](=O)[O-])c4)c23)C1 (stereo not drawn)	5	-14	-1	-34	2	38	x	13
O=C(c1cc(S(=O)(=O)N2CCOCC2)ccc1Cl)N1CCCCC1CO (stereo not drawn)	x	x	x	15	-9	5	13	x
CCC(=O)Nc1ccc(NCc2cccs2)cc1	-7	-5	-5	3	1	-16	-20	-10
CCCCCCc1nc2ccccc2c(=O)n1N	x	x	4	1	-17	9	-7	-7
C=C(C)COc1ccc(-c2[nH]ncc2-c2ccc(Br)cc2)c(O)c1	32	x	x	50	4	x	2	x
CC(=O)c1ccc(S(=O)(=O)NCCC(=O)OCC(=O)N(Cc2ccccc2)C(C)(C)C)cc1	-4	8	-1	-15	8	-13	-14	-5
CN1CCN(NC(=O)c2cc(-c3ccc(Br)s3)nc3ccccc23)CC1	8	-79	2	4	0	10	2	4
O=C(c1ccc(-c2ccccc2Cl)o1)N1CCCCCCC1	-183	-1	-13	-36	0	-7	-121	5
CCOC(=O)C1CCN(C(=O)COC(=O)c2ccc([N+](=O)[O-])o2)CC1	16	-1	-1	12	33*	5	-10	4
N#Cc1cnn(-c2ccccc2)c1NC(=O)CN1CCOCC1	-4	5	0	-7	x	16	-4	5
O=C(C[C@H]1CC[C@@H]2[C@H](COC[C@H](O)CN2C(=O)Nc2ccc(F)cc2)O1)NC1Cc2ccccc2C1	0	-11	0	-9	1	-3	-4	1
O=C1C(Cl)=C(N2CCCC2)C(=O)N1c1ccccc1F	-8	3	-1	5	0	-11	9	-4
N#CC1=C(S)N(c2ccccc2)C2(CCCCC2)NC1=O	29	x	x	-20	-41	x	5	x
COc1ccc(NC(=S)N(CCC(C)C)C(C)c2ccncc2)cc1 (stereo not drawn)	2	6	-2	3	-8	8	2	7
Cc1ccc2cc(C3CC(c4cccs4)=NN3S(C)(=O)=O)c(Cl)nc2c1 (stereo not drawn)	19	x	x	-8	-4	-4	-4	x
O=C(N[C@H]1CC[C@H](CCNC(=O)C2CCC2)O[C@@H]1CO)c1ccccn1	6	0	-1	-2	-4	-3	-12	15
O=S(=O)(c1ccc(F)c(F)c1)N1CCN(S(=O)(=O)c2cccs2)CC1	1	0	2	10	-27	x	-21	3
CCCN(CCC)CCNC(=O)c1cc2c(=O)n(CC)c3ccccc3c2s1	1	x	0	13	1	u	14	-7
CC(=NO)C1CCC2C3CCC4CC(=NO)CCC4(C)C3C(C)(O)CC12C (stereo not drawn)	22	-2	0	-28	-12	6	1	-2
Cn1ccnc1SC(C(=O)O)c1ccccc1 (stereo not drawn)	-1	1	0	0	-4	11	-15	-14
C[C@@H]1CN([C@H](C)CO)C(=O)c2ccccc2-c2ccccc2CO[C@@H]1CN(C)C(=O)c1ccncc1	-3	-6	-1	15	-4	-14	6	0
CCC(C)C(NC(=O)c1ccccc1NC(=O)c1ccc(OC)cc1)C(=O)NCc1ccco1 (stereo not drawn)	x	-37	-1	x	4	16	x	2
CC(=O)c1ccc(NC(=O)CSc2nc(C)cc(C)c2C(N)=O)cc1	9	2	1	2	-12	-7	40	4
O=C(C[C@@H]1CC[C@@H]2[C@H](COC[C@@H](O)CN2S(=O)(=O)c2ccccc2)O1)NCCN1CCCCC1	0	-35	-2	11	-1	-1	15	-2
Cc1ccc(C(=O)O/N=C/C2=C(Cl)c3ccccc3CC2)cc1	x	4	-5	x	1	0	x	-3
Cc1noc(C)c1NC(=O)N(C)C[C@@H]1OCCCC[C@H](C)Oc2ccc(NS(=O)(=O)c3cccs3)cc2C(=O)N([C@@H](C)CO)C[C@@H]1C	3	x	0	18	7	0	-17	0
CCC[C@@H](CN1CCC[C@H]1CN1C(N)=NC[C@@H]1Cc1ccccc1)N1C[C@@H](Cc2ccccc2)N(CCc2ccc(Cl)c(Cl)c2)C1=N	-13	-161	17	-9	19	x	5	3
CN[C@H]1C[C@H]2c3[nH]c4ccccc4c3CCN2C(=O)[C@H]1[C@H](C)O	10	11	-4	1	x	11	3	2
CC[C@]12c3[nH]c4ccc(Cl)cc4c3CCN1C(=O)[C@@H](CC(=O)NCCCn1ccnc1)C[C@@H]2C(=O)N1CCN(C(=O)c2ccco2)CC1	0	10	1	11	3	8	17	2
Cc1c(Cl)cccc1N1C(=O)CC(NNC(=O)c2ccc3c(c2)OCO3)C1=O (stereo not drawn)	-2	6	0	-16	-3	5	10	3
CN1C(=O)Cc2cc(S(=O)(=O)Nc3ccc(N4CCOCC4)cc3)ccc21	-2	2	0	-1	x	x	12	1
Cc1cc(Br)ccc1SCC(=O)OCC(O)=C(C#N)c1nc2ccccc2[nH]1	9	-17	2	15	-9	-5	0	-6
Cc1cc(NC(=O)CSc2ccccn2)cc(NC(=O)CSc2ccccn2)c1	-1	16	0	-3	2	-12	-35	-4
Cc1ccc(C)c(NC(=O)CN(C)C(=O)c2cccc(S(=O)(=O)N3CCCC3)c2)c1	16	15	3	-4	5	x	0	-2
CN(C)S(=O)(=O)N1CCN(S(=O)(=O)c2ccc(F)cc2)CC1	x	-6	-2	1	51*	1	9	-2
CC(Sc1nc2ccc(C(=O)c3ccccc3)cc2[nH]1)C(=O)O (stereo not drawn)	-18	21	1	9	8	x	2	1
C[C@@H]1CN([C@@H](C)CO)C(=O)c2cc(NS(=O)(=O)c3ccccc3)ccc2O[C@H]1CN(C)CC1CC1	-4	-4	-61	12	8	x	10	-3
O=C1C2C3c4ccccc4C(c4ccccc43)C2c2nc3ccccc3n21 (stereo not drawn)	x	115*	1	6	0	13	5	0
O=C(N/C(=C/c1ccc(Br)cc1)C(=O)N1CCCC1)c1cccs1	1	x	x	-2	4	x	23	x
CC1(C)CC(=O)C2=C(C1)Oc1ncn(CCCn3ccnc3)c(=N)c1C2c1ccccc1 (stereo not drawn)	x	3	0	13	-4	4	-2	2
Cc1noc(C)c1S(=O)(=O)Nc1ccc2c(c1)C(=O)N([C@H](C)CO)C[C@@H](C)[C@H](CN(C)C(=O)NC(C)C)O2	x	x	47	10	-3	1	-4	1

In the list so far, 10 have a thiophene ring, fused or not.
SMILES	PAX8 reporter	C2C12 statin	Cneo AK release	INS-1E GSIS act	ARNT TACC3 PPI	PGC1a acetyl inh	LGR2 inh	PglD DTNB
O=C1C=C(O)CC(c2cccs2)C1 (stereo not drawn)	x	1	2	9	x	3	20	x
COc1ccc(NC(=O)CN(C)C(=O)c2cc(-c3cccs3)nn2-c2ccccc2)cc1	11	x	x	-17	-12	-4	-1	x
CC1CCc2c(sc3nc(CN4CCOCC4)nc(NS(=O)(=O)c4cccc([N+](=O)[O-])c4)c23)C1 (stereo not drawn)	5	-14	-1	-34	2	38	x	13
CCC(=O)Nc1ccc(NCc2cccs2)cc1	-7	-5	-5	3	1	-16	-20	-10
CN1CCN(NC(=O)c2cc(-c3ccc(Br)s3)nc3ccccc23)CC1	8	-79	2	4	0	10	2	4
Cc1ccc2cc(C3CC(c4cccs4)=NN3S(C)(=O)=O)c(Cl)nc2c1 (stereo not drawn)	19	x	x	-8	-4	-4	-4	x
O=S(=O)(c1ccc(F)c(F)c1)N1CCN(S(=O)(=O)c2cccs2)CC1	1	0	2	10	-27	x	-21	3
CCCN(CCC)CCNC(=O)c1cc2c(=O)n(CC)c3ccccc3c2s1	1	x	0	13	1	u	14	-7
Cc1noc(C)c1NC(=O)N(C)C[C@@H]1OCCCC[C@H](C)Oc2ccc(NS(=O)(=O)c3cccs3)cc2C(=O)N([C@@H](C)CO)C[C@@H]1C	3	x	0	18	7	0	-17	0
O=C(N/C(=C/c1ccc(Br)cc1)C(=O)N1CCCC1)c1cccs1	1	x	x	-2	4	x	23	x

Reprinted from the listing, 2 compounds:
SMILES	PAX8 reporter	C2C12 statin	Cneo AK release	INS-1E GSIS act	ARNT TACC3 PPI	PGC1a acetyl inh	LGR2 inh	PglD DTNB
C[C@H](CO)N1C[C@H](C)[C@@H](CN(C)C(=O)Nc2ccc(F)cc2)Oc2ccc(NS(=O)(=O)c3ccccc3)cc2CC1=O	5	-6	61	-3	-21	-2	11	9
CN1CCN(C(=O)C2CCCN(S(=O)(=O)c3ccc(Cl)cc3)C2)CC1 (stereo not drawn)	0	-2	2	-4	x	-6	4	3
